pPAFAH inh: inhibitors of human plasma PAF acetylhydrolase (pPAFAH) | Q13093 | recombinant pPAFAH, FP-rhodamine probe fluorescence polarization | inhibition, % at 3.39 µM | 1.5% of 330,000 active | AID 463082;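 active means inhibition above the mean inhibition across the screen plus 3 SD, cut at about 25% in these data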;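 further: inhibitors block binding of the rhodamine activity-based probe so polarization drops; 0% = enzyme with DMSO and 100% = wells lacking pPAFAH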
PAD4 FP inh: PAD4 (human) enzyme inhibition | AID 485272 | Q9UM07 | 0.41% of 330,000 active | recombinant PAD4, RCA probe fluorescence polarization | inhibition, % at 6.36 µM;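 active means percent inhibition above a cutoff equal to the mean of all tested compounds plus 3 SD, cut at about 15% in these data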;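 further: 0% = PAD4 with RCA probe and DMSO and 100% = probe without PAD4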
PAFAH1B3 inh: inhibitors of human PAFAH1B3; AID 492972; 0.28% of 340,000 active; recombinant PAFAH1B3, FP-rhodamine probe, fluorescence polarization; inhibition, % at 3.39 µM;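 active means inhibition above the screen-wide average of all tested compounds plus 3 SD, cut at about 25% in these data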;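 further: 0% = enzyme with DMSO only and 100% = wells lacking PAFAH1B3 protein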
PAFAH2 FP inh: inhibitors of human PAFAH2; Q99487; recombinant PAFAH2, FP-rhodamine activity probe, fluorescence polarization; inhibition, % at 3.39 µM; 0.99% of 340,000 active; AID 492956;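 active means inhibition above the mean over all tested compounds plus 3 SD, cut at about 30% in these data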;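 further: inhibitors block probe labeling of enzyme so polarization drops; 0% = enzyme with DMSO and 100% = wells lacking PAFAH2 protein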
LYPLA2 inh: blocks human lysophospholipase 2, a PME1 counter-screen. O95372. recombinant LYPLA2, FP-Rh probe fluorescence polarization. inhibition, % at 5.9 µM. 0.38% of 320,000 active. AID 2177;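 active means inhibition above the screen-wide mean plus 3 SD, limit set per campaign, cut at about 26% in these data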;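 further: 0% = LYPLA2 with DMSO and 100% = wells lacking LYPLA2 enzyme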
Target sequence (O95372 whole entry, looked up): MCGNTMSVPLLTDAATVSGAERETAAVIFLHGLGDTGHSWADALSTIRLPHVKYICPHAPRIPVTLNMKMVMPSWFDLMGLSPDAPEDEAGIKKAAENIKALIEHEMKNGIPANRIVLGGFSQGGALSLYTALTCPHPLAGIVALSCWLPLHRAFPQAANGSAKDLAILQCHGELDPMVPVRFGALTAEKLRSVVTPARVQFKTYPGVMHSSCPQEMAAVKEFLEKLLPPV
GSTO1 inh: blocks human GSTO1 in RBBP9 counter-screen | inhibition, % at 5.96 µM | recombinant GSTO1, activity-based probe fluorescence polarization | P78417 | 1.1% of 300,000 active;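 active means inhibition above the campaign mean inhibition plus 3 SD, cut at about 35% in these data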;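 further: 0% = GSTO1-1 with DMSO and 100% = wells lacking GSTO1-1 enzyme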
Target sequence (P78417 whole entry, looked up): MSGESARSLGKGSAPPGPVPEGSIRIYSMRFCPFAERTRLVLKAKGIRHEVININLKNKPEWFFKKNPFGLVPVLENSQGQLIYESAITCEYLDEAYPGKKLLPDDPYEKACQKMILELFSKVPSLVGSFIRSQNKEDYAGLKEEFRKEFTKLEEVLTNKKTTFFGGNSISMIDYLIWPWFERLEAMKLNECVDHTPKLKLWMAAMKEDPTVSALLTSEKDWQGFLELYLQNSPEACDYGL
PME-1 inh: PME-1 (human) inhibition; Q9Y570; recombinant PME-1, FP-Rh probe fluorescence polarization; inhibition, % at 5.9 µM; 0.53% of 320,000 active;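 active means inhibition above the campaign mean of all compounds plus 3 SD, cut at about 26% in these data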;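 further: competitive labeling of PME-1 active site by serine hydrolase directed probe; 0% = PME-1 with DMSO and 100% = wells lacking PME-1 enzyme; inhibitors block probe labeling so polarization falls and inhibition rises; many of its hits are not listed in these tables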
PAFAH1B2 FP inh: PAFAH1B2 (human) inhibition; P68402; recombinant PAFAH1B2, FP-rhodamine activity probe, fluorescence polarization; inhibition, % at 3.39 µM; 1.2% of 340,000 active; AID 492953;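 active means inhibition above the mean of all tested compounds plus 3 SD, cut at about 24% in these data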;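 further: 0% = enzyme with DMSO and 100% = wells lacking PAFAH1B2; many of its hits are not listed in these tables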
Target sequence (P68402 whole entry, looked up): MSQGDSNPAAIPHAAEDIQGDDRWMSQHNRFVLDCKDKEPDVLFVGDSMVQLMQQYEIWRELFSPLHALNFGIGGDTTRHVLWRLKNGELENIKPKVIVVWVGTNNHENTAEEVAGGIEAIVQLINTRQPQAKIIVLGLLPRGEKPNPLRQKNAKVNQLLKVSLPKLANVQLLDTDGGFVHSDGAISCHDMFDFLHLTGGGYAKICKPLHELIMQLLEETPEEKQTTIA
LYPLA1 inh: LYPLA1 (human) inhibition in PME1 counter-screen; O75608; recombinant LYPLA1, FP-Rh probe fluorescence polarization; inhibition, % at 5.9 µM; 0.16% of 320,000 active; AID 2174;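 active means inhibition above the mean of all tested compounds plus 3 SD, set per campaign, cut at about 14% in these data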;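 further: inhibitors block serine hydrolase probe labeling of LYPLA1 so polarization falls; 0% = enzyme with DMSO and 100% = wells lacking LYPLA1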
Target sequence (O75608 whole entry, looked up): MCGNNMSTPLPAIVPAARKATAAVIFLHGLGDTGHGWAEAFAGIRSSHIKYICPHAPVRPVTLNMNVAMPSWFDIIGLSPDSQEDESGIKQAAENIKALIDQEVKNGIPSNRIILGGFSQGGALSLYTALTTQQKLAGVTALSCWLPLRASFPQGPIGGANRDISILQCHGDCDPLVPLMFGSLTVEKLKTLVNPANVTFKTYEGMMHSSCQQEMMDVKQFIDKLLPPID
Starred values were filed as active, the others as inactive; · = no result given; & = joins results of further samples.

Molecule	PAFAH1B3 inh	GSTO1 inh	PAFAH1B2 FP inh	PME-1 inh	PAFAH2 FP inh	pPAFAH inh	PAD4 FP inh	LYPLA2 inh	LYPLA1 inh
CC(=O)c1ccc(NC(=O)c2ccccc2-c2ccccc2C(=O)O)cc1	4	2	0	-6	-4	-3	-2	-4	-2
O=[N+]([O-])c1ccc(N2CCN(CCO)CC2)cc1Sc1ccccn1	2	5	-1	-5	0	4	3	2	1
Nc1[nH]c2cc([N+](=O)[O-])ccc2c1-c1ccccn1	6	-9	5	7	2	24	-32	-12	-11
O=C(NCCCN1CCCC1=O)C1CCN(S(=O)(=O)c2cccc(C(F)(F)F)c2)CC1	3	4	0	4	-1	2	-3	-3	-4
O=C(NCc1cccc(Br)c1)C1CC2Cn3c(nc4ccccc43)C2N1Cc1ccccc1 (stereo not given)	-2	-4	2	3	-5	2	1	1	-1
COc1cccc(CNS(=O)(=O)c2ccc3c(c2)CC(C)N3C(=O)C2CC2)c1 (stereo not given)	5	-5	1	11	-1	2	-1	12	4
O=C(N/N=C\c1ccccn1)c1ccccc1O	-3	1	1	0	4	7	-2	-4	2
Cc1nn2c(C(F)(F)F)c3c(nc2c1-c1ccccc1)CCC3	10	4	1	2	7	-5	-2	7	1
O=C(Nc1cc(Cl)ccc1O)C1CC(c2ccccc2O)=NO1 (stereo not given)	0	-1	-4	-17	3	4	0	0	-10
NNC(=O)c1ccc(COc2ccc(Br)cc2)o1	-1	-2	25*	-9	1	1	-3	-18	-11

Molecules above that contain fluorine (two):
Molecule	PAFAH1B3 inh	GSTO1 inh	PAFAH1B2 FP inh	PME-1 inh	PAFAH2 FP inh	pPAFAH inh	PAD4 FP inh	LYPLA2 inh	LYPLA1 inh
O=C(NCCCN1CCCC1=O)C1CCN(S(=O)(=O)c2cccc(C(F)(F)F)c2)CC1	3	4	0	4	-1	2	-3	-3	-4
Cc1nn2c(C(F)(F)F)c3c(nc2c1-c1ccccc1)CCC3	10	4	1	2	7	-5	-2	7	1

(cont.)
Molecule	PAFAH1B3 inh	GSTO1 inh	PAFAH1B2 FP inh	PME-1 inh	PAFAH2 FP inh	pPAFAH inh	PAD4 FP inh	LYPLA2 inh	LYPLA1 inh
COc1ccc2c(c1)-c1nc(NC(=O)c3ccco3)sc1CC2	10	5	2	5	-8	5	-2	-4	-1
COc1ccccc1OCCSc1nnc(C)n1-c1ccccc1	1	2	4	2	5	-1	-5	-1	0
CC1CCC(NC(=O)C2c3ccccc3C(=O)N2Cc2ccc3c(c2)OCO3)CC1 (stereo not given)	3	9	8	-1	-1	0	0	0	2
O=S(=O)(Nc1ccc(Cc2ccncc2)cc1)c1ccc(Cl)c(Cl)c1	6	11	8	10	0	25*	-2	-1	2
COc1c2c(nc3occc13)C(CC=C(C)C)(OC)C(OC(C)=O)CC2 (stereo not given)	1	2	-4	7	2	2	3	4	1
COc1cccc(CNC(=O)C2CCN(S(=O)(=O)c3ccc4c(c3)CCC(=O)N4)CC2)c1	0	0	5	0	1	0	2	2	3
COc1ccc(S(=O)(=O)N2CCN(C(=O)[C@H](Cc3ccccc3)NC(=O)c3ccco3)CC2)cc1	4	·	19	1	4	2	-3	7	-1
O=C(CNC(=O)c1ccc(Cl)cc1)NC(CO)c1ccccc1 (stereo not given)	8	1	6	6	-1	4	2	5	6
CCOC(=O)c1ccc(NC(=O)CC2C(=O)N(c3ccc(F)cc3)C(=O)N2CCC(C)C)cc1 (stereo not given)	15	-4	1	-3	-7	1	4	-8	-8
CC1=CC(C)(C)NC(=S)N1c1ccc2ccccc2c1	2&1	2	0&-1	4	2&8	8	-5	4	-1
COc1cc2[nH]c3ccccc3c2cc1C	6	-7	8	2	5	6	2	2	4
COc1ccc(C2=NN(CC(=O)Nc3ccccc3C)C(=O)CC2)cc1	3	5	-1	0	-4	-3	0	-1	-3
CN1C2Cc3c(n(C)c4ccccc34)C1CC=C2CO (stereo not given)	8	·	1	-4	3	5	-3	1	-1
COc1ccccc1C(=O)Nc1cc(-c2ccc(C)cc2)no1	-1	-3	1	-19	-9	0	-2	2	-1
COc1cccc(-n2c(C)nc3c(cnn3-c3ccc(C)cc3)c2=O)c1	-4	3	3	5	0	-2	-1	7	3
CC(C)C[C@H](NC(=O)c1nc[nH]c1C(=O)N[C@@H](CCCCNC(=O)OC(C)(C)C)C(=O)OC(C)(C)C)C(=O)OCc1ccccc1	-5	-18	-2	-10	-15	5	9	-18	-6
Cc1ccc2c(c1)C(=O)CC1(CCC(C(C)(C)C)CC1)O2 (stereo not given)	5	6	2	-3	4	6	-11	-24	-2
CN(C)C(=O)NC(O)C(Cl)Cl (stereo not given)	·	-1	·	4	·	-5	2	6	6
Cc1cc(C)nc(-n2nc(C)cc2Nc2ccccc2)n1	-5	-6	2	6	9	12	-1	-6	1
Cc1cc(=O)oc(C)c1C(=O)OCC(=O)c1ccc(Br)cc1	-4	18	4	7	3	2	-3	2	2
O=[N+]([O-])c1ccccc1S(=O)(=O)N1CCCc2ccccc21	7	8	0	-9	6	0	-2	-7	-4
C/C(=N/NC(=O)CNC(=O)COc1ccccc1)c1ccc(Cl)cc1	10	-1	1	-1	-1	3	0	1	1
COc1ccccc1NC(=O)CC1Nc2ccccc2NC1=O (stereo not given)	9	6	5	18	86*	9	-8	5	-2
Cc1onc(-c2ccccc2)c1C(=O)NC(CC(=O)O)c1ccc(OC(C)C)cc1 (stereo not given)	7	-5	11	0	9	1	-1	-1	3
Cn1nccc1NC(=O)COCC(=O)O	-3	5	2	0	-2	-5	-1	-1	-2
O=C(O)CC/C(=C\c1cccc(NC(=O)c2ccccc2Cl)c1)c1nc2ccccc2s1	3	-25	-1	-29	-8	11	-8	-21	-19
CCOC(=O)c1c(S(=O)(=O)NCC2CCN(CCc3cccs3)CC2)c(C)n(C)c1C	3	3	8	-1	3	2	1	2	2
Cn1c(=O)c2cc(S(=O)(=O)NCCC(=O)Nc3ccccc3F)ccc2n(C)c1=O	-4	3	-2	2	-1	-5	-1	2	0
O=C(CCN1C(=O)c2ccccc2C1=O)Nc1ccc(F)cc1	5	-7	-3	1	2	3	-5	1	1
COc1ccc(C(CNCC(O)COc2c(C)ccc(C)c2C)N(C)C)cc1 (stereo not given)	8	-5	4	-1	-1	6	6	2	0
O=C(COC(=O)Cc1ccc(Cl)cc1)NCCc1ccccc1	3	·	13	-4	-2	20	-3	5	-1
O=C(NCC1CCCN1S(=O)(=O)c1ccccc1)C(=O)NC1CC1 (stereo not given)	1	-2	3	0	-5	5	0	-2	-1
CN(c1ccccc1)c1nc(N)c([N+](=O)[O-])c(Nc2ccc(F)cc2)n1	-2	-1	7	-3	-5	9	-3	4	-3
COc1ccccc1C(=O)Nc1nnc(-c2ccc3c(c2)CCCC3)o1	1	-10	1	-3	-2	-1	0	0	0
COc1cccc(C(=O)C2CCCN(C(=O)c3ccccc3Cl)C2)c1 (stereo not given)	7	0	3	18	3	0	2	4	2
Cc1ccc(NC(=O)CSc2ccc(-c3cccnc3)nn2)cc1	4	1	2	-3	2	0	0	-1	-1
Cc1ccc2c(c1)N(CCCC(=O)Nc1cccc(C(F)(F)F)c1)C(=O)CO2	6	-4	6	-7	-1	5	2	-2	-1
CC(C)(C)S(=O)(=O)/C(C#N)=C/Nc1ccccn1	·	-3	·	7	·	1	2	2	0
CC(C)c1ccccc1NC(=O)Nc1ccc2c(c1)OCO2	5	1	5	-2	5	3	2	7	1
C=CCN(CC=C)C(=O)c1c(OC)cccc1OC	0	5	3	4	2	-6	-2	11	-2
CCCC(C(=O)NC(C)(C)C)N(CCN1CCOCC1)C(=O)CNS(=O)(=O)c1ccccc1 (stereo not given)	4	4	2	1	-2	6	0	2	-2
COc1ccc(Cc2nc3ccc(C(=O)N(C)CC4COCCO4)cc3o2)cc1 (stereo not given)	17	4	4	3	1	4	3	8	5
COc1ccc(NS(=O)(=O)c2ccc(-n3nnc4ccccc43)c([N+](=O)[O-])c2)cc1	12	-9	4	7	-2	4	-6	0	-3
CCn1c(=O)c2c(nc3n2CCS3)n(C)c1=O	4	4	6	-4	0	1	-2	-4	-3
Cc1[nH]c(=O)[nH]c(=O)c1N(C)C	-2	2	6	0	-8	-1	-3	1	1
CCN(C(=O)COC(=O)c1cc(S(=O)(=O)N2CCOCC2)ccc1F)C1CCS(=O)(=O)C1 (stereo not given)	3	5	1	-1	-1	0	0	-3	-3
Cc1ccc(/C=N/NC(=O)CSc2nc3ccccc3c(=O)n2-c2ccccc2C)s1	6	-4	-4	-3	5	16	-1	-14	-10
COC(=O)C1=NN(C(=O)c2cccc(Cl)c2)C(O)(C(C)(C)C)C1 (stereo not given)	18	-6	3	7	6	8	0	-9	-2
Cc1ccc(S(=O)(=O)CCC(=O)OCC(=O)c2cc(C)ccc2C)cc1	4	3	10	3	3	1	-4	1	-2
O=C(NCCc1nccs1)C1CCC(=O)N(Cc2cccc(C(F)(F)F)c2)C1 (stereo not given)	1	-1	5	4	1	4	1	0	1

(continued)
Molecule	PAFAH1B3 inh	GSTO1 inh	PAFAH1B2 FP inh	PME-1 inh	PAFAH2 FP inh	pPAFAH inh	PAD4 FP inh	LYPLA2 inh	LYPLA1 inh
Cc1cc(C(=O)N2CCc3ccccc32)c2ccccc2n1	14	4	-4	4	0	0	-4	-1	-2
CC(C)COC(=O)c1ccccc1OC(=O)c1ccncc1	4	-1	3	2	3	-3	-2	1	0
COc1ccccc1CNC(=O)CSc1nc(=O)n(Cc2ccncc2)c2c1CCC2	0	2	-3	0	5	5	1	-2	2
O=S1(=O)NC(=NCCOCCO)c2ccccc21	13	2	4	-2	-3	1	-1	1	-2
O=C(C1CCC1)N1CCc2cc(S(=O)(=O)Nc3ccc4c(c3)OCCO4)ccc21	-6	-8	1	-6	-3	6	-1	-3	-2
CC(=O)c1ccc(NC(=S)N2CCN(C(=S)Nc3ccc(C(C)=O)cc3)C(C)C2)cc1 (stereo not given)	2	-2	1	-15	-13	2	1	12	-6
COc1ccc(S(=O)(=O)N2CCN(C(=O)c3ccco3)CC2)cc1C(C)(C)C	6	-2	6	4	-7	2	-1	2	-4
Cc1cc(=O)[nH]c(SCn2nnc3ccccc3c2=O)n1	8	-1	-2	6	3	-4	0	6	2
CCOC(=O)c1c2n(c3ccc(O)cc13)CCC2	10	-5	3	5	4	7	-2	4	4
CCOC(=O)C1(Cc2cccc(OC)c2)CCN(CCO)CC1	7	0	-3	4	1	-1	-5	-5	0
COC(=O)c1ccc(-c2ccc([C@H]3[C@H]4C=CC[C@@H](C)[C@@H]4C(=O)N3Cc3ccccc3)c(F)c2)cc1	-4	-9	2	-9	-4	4	-2	-9	-2
CCOc1cnc(-c2c(-c3ccccc3Cl)noc2C)o1	8	-1	2	6	4	-1	-5	1	2
NS(=O)(=O)c1ccc(CCNC(=O)c2ccccc2-c2ccccc2)cc1	-1	-2	-1	6	-2	6	5	4	0
COc1ccc(NC(=O)Cn2nnc(C(=O)NCc3ccccc3)c2N)cc1Cl	0	0	7	-4	-4	0	1	3	-2
COc1ccc(C(=O)N/N=C/c2cccc3cccnc23)cc1	13	8	3	2	1	-2	12	-6	-2
COc1cc2c(C(F)(F)F)c(-c3ccsc3)oc(=O)c2cc1OC	7	·	2	·	59*	8	0	·	·

Source: PubChem BioAssay

This is a subset; the hit share may differ from the screen's.
